Compound activity: PubChem BioAssay, Sanford-Burnham Center for Chemical Genomics
mIAP inh = blocks mouse intestinal alkaline phosphatase; actives 0.2% (n = 330,000); purified mouse IAP, CDP-Star luminescence, 30 min; inhibition, % at 10 µM;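 active means inhibition of at least 40% at 10 µM in the primary screen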;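 further: plate controls were DMSO with enzyme for no effect and no enzyme wells for full effect; values of inactives mirror those of a sister screen read the other way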
ATG4B inh = ATG4B (human) cysteine protease inhibition; Q9Y4P1; ATG4B cleavage of LC3-PLA2, NBD-HPC fluorescence, 1 h; inhibition, % at 8.33 µM; actives 0.51% (n = 340,000); in the data active means inhibition above about 40%
Target sequence (Q9Y4P1 whole entry, looked up): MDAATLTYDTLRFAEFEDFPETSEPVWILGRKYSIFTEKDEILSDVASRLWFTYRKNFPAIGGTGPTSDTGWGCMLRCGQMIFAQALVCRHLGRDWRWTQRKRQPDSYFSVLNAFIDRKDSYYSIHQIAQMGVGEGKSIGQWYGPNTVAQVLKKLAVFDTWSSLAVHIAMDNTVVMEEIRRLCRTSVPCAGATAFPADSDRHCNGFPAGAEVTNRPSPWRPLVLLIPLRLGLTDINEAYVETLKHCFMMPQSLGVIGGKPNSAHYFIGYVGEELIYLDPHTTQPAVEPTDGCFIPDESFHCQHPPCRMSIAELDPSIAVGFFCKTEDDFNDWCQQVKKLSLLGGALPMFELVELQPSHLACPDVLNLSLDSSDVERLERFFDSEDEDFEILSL
HKDC1 inh = blocks human hexokinase HKDC1 activity. recombinant HKDC1, G6PDH/diaphorase resazurin coupled fluorescence. inhibition, % at 20 µM. Q2TB90. AID 493160. actives 0.16% (n = 340,000);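 active means inhibition above about 35% when tested at 20 µM, limit read from the data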;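 further: plate controls were DMSO wells with enzyme for no effect and DMSO wells lacking enzyme for full effect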
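Material – in-house recombinant HK5 (HKDC1) enzyme · Quantity – HKDC1 at 5 µg/mL · Buffer or medium – pH 8.0 Tris buffer with 10 mM MgCl2 · Reagent – glucose with 1 mM ATP · Dosing – single 20 µM dose · Times – reaction time 90 min, room temperature, protected from light · Technique – resorufin fluorescence at 613 nm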
hIAP inh = human IAP inhibition | P09923 | purified IAP, CDP-Star luminescence, 30 min | inhibition, % at 10 µM | actives 0.12% (n = 330,000);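 active means inhibition reaching a set limit with compound at 10 µM in the primary screen, cut at about 35% in these data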;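 further: plate controls were DMSO wells with enzyme for no effect and no-enzyme buffer wells for full effect; values of inactives mirror those of a sister screen read the other way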
Target sequence (P09923 whole entry, looked up): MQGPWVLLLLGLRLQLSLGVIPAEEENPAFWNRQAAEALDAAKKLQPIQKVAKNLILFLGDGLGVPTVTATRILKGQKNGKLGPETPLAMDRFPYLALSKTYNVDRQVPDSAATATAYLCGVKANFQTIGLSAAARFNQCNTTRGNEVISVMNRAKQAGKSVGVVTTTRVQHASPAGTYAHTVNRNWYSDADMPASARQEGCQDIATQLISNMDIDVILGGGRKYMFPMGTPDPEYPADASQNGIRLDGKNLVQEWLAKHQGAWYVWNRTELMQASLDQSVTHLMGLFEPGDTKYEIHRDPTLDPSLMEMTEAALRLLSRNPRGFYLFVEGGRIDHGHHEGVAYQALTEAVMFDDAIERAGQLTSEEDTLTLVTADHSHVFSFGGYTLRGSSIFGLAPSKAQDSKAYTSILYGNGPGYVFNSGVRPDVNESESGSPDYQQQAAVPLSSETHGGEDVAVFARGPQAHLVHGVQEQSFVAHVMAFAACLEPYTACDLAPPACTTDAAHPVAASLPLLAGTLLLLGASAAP
hIAP activ = increases human intestinal alkaline phosphatase activity; P09923; purified human IAP, CDP-Star luminescence, 30 min; active compounds read high; 1 = vehicle-only enzyme, 0 = enzyme-free background; activation factor at 10 µM; actives 0.16% (n = 330,000);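 active means activation factor of the enzyme at least 2-fold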; further: the source names both 10 and 20 µM as test concentration; values of inactives mirror those of a sister screen read the other way
PfGluPho inh = PfG6PD (Plasmodium falciparum) enzyme inhibition; actives 0.78% (n = 350,000); AID 504690; inhibition, % at 20 µM; PfGluPho enzyme, NADPH resazurin-diaphorase fluorescence;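 active means inhibition reaching at least a set limit at 20 µM in the primary screen, cut at about 59% in these data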;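 further: 0% = DMSO wells with substrate and 100% = DMSO wells lacking glucose-6-phosphate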
APOBEC3A inh = inhibitors of human APOBEC3A DNA deaminase; recombinant A3A, FAM/TAMRA ssDNA deamination fluorescence; inhibition, % at 20 µM; AID 493011; P31941; actives 0.41% (n = 330,000);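 active means at least 40% inhibition at 20 µM here, with at most 30% in a related deaminase screen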;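 further: plate controls were A3A with DMSO for no effect and wells lacking A3A enzyme for full effect; some results filed as inactive read as strong as hits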
mIAP activ = mouse IAP activation | muIAP, CDP-Star luminescence, 30 min; active compounds read high; 1 = vehicle-only enzyme signal, 0 = enzyme-free wells | actives 0.24% (n = 330,000) | activation factor at 10 µM | AID 2805;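 active means activation factor of at least 2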; further: the source names both 10 and 20 µM as test concentration; values of inactives mirror those of a sister screen read the other way
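Assay system: mouse IAP enzyme; Reagent: CDP-Star chemiluminescent phosphatase substrate; Compound: DMSO-dissolved test compounds; Incubation: 30 min, room temperature; Technique: luminescence from enzymatic CDP-Star hydrolysis; Controls: DMSO-only wells and no-enzyme negative control.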
An asterisk follows results filed as active; · = no result given.

The first three records, ahead of the listing:
SMILES	mIAP inh	ATG4B inh	HKDC1 inh	hIAP inh	hIAP activ	PfGluPho inh	APOBEC3A inh	mIAP activ
COc1ccc(/C(C)=N/N=C2/NC(=O)CC(C(=O)O)S2)cc1F (stereo not given)	4	5	-9	0	1	-18	5	0.96
COc1ccc(NC(=O)CN(C)C(=O)C(C)N2C(=O)c3ccccc3C2=O)cc1 (stereo not given)	1	-7	-3	-34	1.3	3	11	0.99
O=C(Nc1ccccc1F)C1CCCN1S(=O)(=O)c1ccc(Cl)cc1 (stereo not given)	14	-53	-3	-2	1	14	-2	0.85

Main list, from the start:
SMILES	mIAP inh	ATG4B inh	HKDC1 inh	hIAP inh	hIAP activ	PfGluPho inh	APOBEC3A inh	mIAP activ
COc1ccc(/C(C)=N/N=C2/NC(=O)CC(C(=O)O)S2)cc1F (stereo not given)	4	5	-9	0	1	-18	5	0.96
COc1ccc(NC(=O)CN(C)C(=O)C(C)N2C(=O)c3ccccc3C2=O)cc1 (stereo not given)	1	-7	-3	-34	1.3	3	11	0.99
O=C(Nc1ccccc1F)C1CCCN1S(=O)(=O)c1ccc(Cl)cc1 (stereo not given)	14	-53	-3	-2	1	14	-2	0.85
CCS(=O)(=O)c1nc(S(=O)(=O)c2ccc(Cl)cc2)c(N2CCN(CCO)CC2)s1	9	-4	0	7	0.93	1	-6	0.91
COCCCNCCCCSc1ccc(Cl)cc1	13	-1	-10	-6	1.1	2	3	0.87
CCOc1cc(C(=O)OCC(=O)Nc2ncc(Cl)c(C)c2Cl)ccc1OCC(=O)N1CCOCC1	-6	8	-9	-10	1.1	-10	-6	1.1
CCOC(=O)c1[nH]c(C)c(C(=O)Nc2cc(OC)ccc2OC)c1C	-9	-8	13	-11	1.1	-7	5	1.1
CC1CCCN(CC(=O)Nc2cc(Cl)ccc2Oc2ccccc2)C1 (stereo not given)	0	-14	-2	8	0.92	4	2	1
CCc1ccc(NC(=O)N(CCN2CCOCC2)Cc2ccc3c(c2)CCCN3CC)cc1	7	6	10	21	0.79	18	-1	0.93
COc1cc(OC)cc(C(=O)Nc2ccc(C(=O)Nc3ccccc3OC)cc2)c1	-2	-2	-4	-15	1.2	27	-2	1
COc1ccccc1CNC(=O)c1cccs1	1	2	4	6	0.94	-2	3	0.99
Cc1ccc(C(=O)C2CCN(S(=O)(=O)c3ccccc3C(=O)O)CC2)cc1	2	-4	-7	3	0.97	-19	-3	0.98
C=CCNC(=S)N1CCc2[nH]c3ccccc3c2C1	-6	-9	-2	-3	1	9	-3	1.1
CCOC(=O)N1CCC(O)(c2cc(C)c(C)cc2C)CC1	-13	12	8	12	0.88	-2	-1	1.1
O=C(Cn1cc(C(=O)COc2ccccc2)c2ccccc21)NCc1ccco1	0	-7	-3	-9	1.1	13	-4	1
Cc1cc(NCc2ccccn2)n2nc(C)c(-c3ccc(Cl)cc3)c2n1	-15	-7	5	-47	1.5	7	0	1.1
CCCCNC(=O)Cn1cnc2sc(C)c(S(=O)(=O)N3CCN(c4ccccc4OC)CC3)c2c1=O	-3	-2	1	7	0.93	-9	-2	1
Cc1ccccc1Nc1scc(-c2ccc(Br)cc2)[n+]1-c1ccccc1C	-2	-5	-3	-37	1.4	12	-1	1
Cc1ccc(Nc2ccc(C(=O)O)cc2[N+](=O)[O-])cc1	6	-5	5	11	0.89	-9	-2	0.94
CCc1cc2c(=O)[nH]c(Cc3ccccc3)nc2s1	-3	-7	2	-36	1.4	3	-3	1

For reference, 3 of the compounds above:
SMILES	mIAP inh	ATG4B inh	HKDC1 inh	hIAP inh	hIAP activ	PfGluPho inh	APOBEC3A inh	mIAP activ
COc1ccc(/C(C)=N/N=C2/NC(=O)CC(C(=O)O)S2)cc1F (stereo not given)	4	5	-9	0	1	-18	5	0.96
COc1ccc(NC(=O)CN(C)C(=O)C(C)N2C(=O)c3ccccc3C2=O)cc1 (stereo not given)	1	-7	-3	-34	1.3	3	11	0.99
O=C(Nc1ccccc1F)C1CCCN1S(=O)(=O)c1ccc(Cl)cc1 (stereo not given)	14	-53	-3	-2	1	14	-2	0.85

Taken from above:
In hIAP inh, CCc1ccc(NC(=O)N(CCN2CCOCC2)Cc2ccc3c(c2)CCCN3CC)cc1 shows 21
In APOBEC3A inh, Cc1ccccc1Nc1scc(-c2ccc(Br)cc2)[n+]1-c1ccccc1C shows -1
In mIAP inh, COc1cc(OC)cc(C(=O)Nc2ccc(C(=O)Nc3ccccc3OC)cc2)c1 shows -2
In hIAP inh, CCc1cc2c(=O)[nH]c(Cc3ccccc3)nc2s1 shows -36

(list continues)
SMILES	mIAP inh	ATG4B inh	HKDC1 inh	hIAP inh	hIAP activ	PfGluPho inh	APOBEC3A inh	mIAP activ
CCCCNC(=O)c1cc(-c2ccc(OC)c(OC)c2)on1	4	-2	-1	7	0.93	-3	-3	0.96
Cc1cc(C)nc(SC/C=C/c2ccccc2)n1	-3	5	-5	-4	1	35	-3	1
COc1ccc(C(=O)C(CN2CCOCC2)c2ccccc2)cc1 (stereo not given)	-15	2	7	-25	1.2	-16	-1	1.2
CCOc1cc(N2CCOCC2)c(OCC)cc1NC(=O)c1ccc(S(C)(=O)=O)cc1	-5	-7	2	3	0.97	12	2	1.1
CC(=O)Nc1cccc(-c2nc3ccccc3[nH]2)c1	2	-6	-7	-7	1.1	18	2	0.98
COc1ccc(Br)cc1C(=O)Nc1cccc2ncccc12	2	-9	-12	-1	1	18	0	0.98
COc1ccc(-c2nc(NC(C)=O)sc2-c2ccccc2)cc1	9	-1	0	3	0.97	7	6	0.91
CCC1=C2CC[C@H]3C(=O)N(C)C(=O)[C@H]3[C@H]2[C@@]2(Cc3ccccc3)C(=NCCOC)OC(=O)N2C1=O	2	-3	-1	12	0.89	0	-1	0.98
O=C(NC(=O)N1CCSCC1)c1c(Cl)cccc1Cl	-2	4	-1	4	0.96	-9	1	1
N=c1c(S(=O)(=O)c2ccc(Br)cc2)cc2c(=O)n3ccccc3nc2n1Cc1ccccc1	15	5	-4	17	0.83	-21	-2	0.85
O=C(CO/N=C/c1ccc(Cl)cc1Cl)NNC(=O)c1cccc(Cl)c1	2	2	-3	-18	1.2	-9	-2	0.98
c1cncc(-c2csc(NCc3ccco3)n2)c1	0	-11	-1	-12	1.1	-6	1	1
COc1cc(C(c2c(C)[nH][nH]c2=O)c2c(C)[nH][nH]c2=O)ccc1OS(=O)(=O)c1ccc(C)cc1	0	-13	0	-36	1.4	17	-5	1
COc1cccc(-c2nc3cc(C)ccc3o2)c1	12	10	-3	1	0.99	47	2	0.88
Cc1noc(C)c1NC(=O)N(C)C[C@H]1Oc2ccc(NC(=O)CCC(F)(F)F)cc2C(=O)N([C@H](C)CO)C[C@@H]1C	-3	8	-11	10	0.9	1	-1	1
CC(=O)/C(CN1CCCCC1)=N\O	-4	1	-7	-6	1.1	-1	-1	1
O=c1c2ccccc2ncn1CCCOc1ccccc1[N+](=O)[O-]	0	12	-9	-14	1.1	2	-5	1
Cc1cc2nc(C)c(Cl)c(=O)n2[nH]1	-10	-5	-1	17	0.83	40	-3	1.1
N#CC1=C(N)OC2=C(C(=O)CCC2)C1C1C=CCCC1 (stereo not given)	-5	-3	-2	-2	1	23	-1	1
CN1C(=C2C(=O)OC(C)(C)OC2=O)Sc2ccccc21	7	0	-12	-3	1	0	-2	0.93
COc1ccccc1NC(=O)COC(=O)CCS(=O)(=O)c1ccc(C)cc1	1	5	5	-19	1.2	-15	2	0.99
CC(=O)Nc1ccc(OS(=O)(=O)c2cc(Cl)ccc2C)cc1	-5	-11	-5	4	0.96	1	-6	1.1
O=S(=O)(/N=C(\c1ccccc1)N1CCOCC1)c1cccs1	0	-6	-2	-41	1.4	2	-3	1
CN(C)C(=S)SCC(=O)Nc1cccc(C(F)(F)F)c1	-12	-12	-2	-29	1.3	9	2	1.1
Cc1ccc(S(=O)(=O)N2C[C@@H]3CCCC[C@@H]3[C@@H](C)[C@H]2c2cn(Cc3ccccc3)c3ccc(F)cc23)cc1	-8	5	-3	·	·	-2	4	1.1
CCn1c(O)c(C=NC2CCCC2)sc1=S	7	-2	-7	-3	1	33	-2	0.93
COc1ccc(N2C(=O)CC(N3CCC(c4nc5ccccc5[nH]4)CC3)C2=O)cc1 (stereo not given)	0	-9	1	2	0.97	-18	5	1
CCOC(=O)Cc1ccc(NCc2ccc(Cl)cc2)cc1	-4	1	2	1	0.99	-2	-5	1
C=CCn1c(=O)c2c(nc(Br)n2Cc2ccccc2Cl)n(C)c1=O	3	2	0	0	1	-7	-5	0.97
C=CCN(CC=C)CCOc1ccccc1	-4	11	3	16	0.84	-4	-2	1
COc1ccc(NC(=O)Cn2nc(Cc3cccnc3)c3ccccc3c2=O)cc1OC	-6	-1	-4	3	0.97	-5	2	1.1
COCCN1C(=O)C(CC(=O)Nc2ccccc2)SC1=Nc1ccc(OC)cc1 (stereo not given)	-10	-14	0	-4	1	12	-2	1.1
COc1ccc(-c2ncncc2-c2ccc(OC)c(OC)c2)c(O)c1	9	-1	7	-3	1	20	3	0.91
CCOc1ccc(-n2c(=O)c3sccc3n(CC(=O)NCc3ccco3)c2=O)cc1	5	11	-7	17	0.83	-19	3	0.95
CC(C)(C)OC(=O)NOCC(=O)N(Cc1ccccc1)CC(O)COc1ccccc1 (stereo not given)	-3	1	-3	3	0.97	-8	-3	1
Fc1ccc(COc2ccccc2CNCc2ccncc2)cc1	0	10	3	18	0.82	13	-2	0.99
O=C1N[C@H](Cc2ccccc2)COC(=O)[C@@H](Cc2ccc(F)cc2)CC/C=C/C[C@H]1CC(=O)N(CCO)Cc1ccccc1	9	-5	4	-4	1	12	2	0.91
CCC(C)Nc1nc2c(c(=O)n(C)c(=O)n2C)n1Cc1ccc(F)cc1 (stereo not given)	-7	-9	-1	-16	1.2	-4	-6	1.1
CCOC(=O)c1[nH]c2c(c1C)C(=O)CC(c1ccco1)C2 (stereo not given)	10	11	14	12	0.88	19	40	0.91
Cc1ccc(N2C(=O)CN(Cc3cccs3)C2=S)cc1C	-2	58*	-11	13	0.87	5	-1	1

One compound at a time, from the list above. Order of values: mIAP inh	ATG4B inh	HKDC1 inh	hIAP inh	hIAP activ	PfGluPho inh	APOBEC3A inh	mIAP activ
`O=S(=O)(/N=C(\c1ccccc1)N1CCOCC1)c1cccs1` is entered as 0	-6	-2	-41	1.4	2	-3	1
`CCOc1ccc(-n2c(=O)c3sccc3n(CC(=O)NCc3ccco3)c2=O)cc1` is entered as 5	11	-7	17	0.83	-19	3	0.95
`C=CCn1c(=O)c2c(nc(Br)n2Cc2ccccc2Cl)n(C)c1=O` is entered as 3	2	0	0	1	-7	-5	0.97

(next part)
SMILES	mIAP inh	ATG4B inh	HKDC1 inh	hIAP inh	hIAP activ	PfGluPho inh	APOBEC3A inh	mIAP activ
CCCc1cc(=O)c2ccc(OCC(C)=O)cc2o1	-4	3	-4	-2	1	-3	-2	1
CC(=O)c1nn(-c2cccc(Br)c2)cc1C(=O)c1ccc2ccccc2c1	3	5	-4	8	0.92	-16	3	0.97
COC(=O)c1ccc(N=NNc2ccc(C(=O)OC)cc2)cc1	9	-6	5	0	1	-2	-1	0.91
COc1ccc(NC(=S)NC(=O)/C=C/c2ccc(F)cc2)cc1	5	-6	-7	6	0.94	3	-1	0.95
Cc1noc(C)c1C(=O)N1CCN(c2ncccn2)CC1	-19	-10	-8	-20	1.2	-16	-14	1.2
O=C(O)c1ccccc1NC(=S)NC(=O)c1cccc2ccccc12	7	4	3	7	0.93	-11	-3	0.93
Cc1cc(C(=O)O)c2ccccc2n1	-3	9	12	-10	1.1	-15	-5	1
